Screening results from PubChem.
VHR inh abs = blocks human VHR1 dual specificity phosphatase. P51452. recombinant VHR phosphatase, pNPP absorbance. inhibition, % at 13.3 µM. 290,000 tested, 0.52% active. AID 1654; in the data active = inhibition above about 50%; note: some compounds called inactive have numbers as strong as hits
Target sequence (P51452 whole entry, looked up): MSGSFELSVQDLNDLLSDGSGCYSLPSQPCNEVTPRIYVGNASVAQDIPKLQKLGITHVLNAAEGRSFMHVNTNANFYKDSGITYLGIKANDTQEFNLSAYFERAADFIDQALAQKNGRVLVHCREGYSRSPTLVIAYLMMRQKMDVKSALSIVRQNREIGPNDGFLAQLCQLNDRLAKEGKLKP
BioA inh = blocks M. tuberculosis BioA enzyme activity | purified M. tuberculosis BioA enzyme, plate reader | inhibition, % at 9.99 µM | 360,000 tested, 0.096% active | AID 602481; in the data active = inhibition above about 40%
Mtb UGM inh = blocks M. tuberculosis UGM enzyme; purified UGM, fluorescence polarization probe displacement; inhibition, % at 10 µM; 320,000 tested, 0.06% active; P9WIQ1; in the data active = inhibition above about 10%, passing the limit was not always enough
Target sequence (P9WIQ1 whole entry, looked up): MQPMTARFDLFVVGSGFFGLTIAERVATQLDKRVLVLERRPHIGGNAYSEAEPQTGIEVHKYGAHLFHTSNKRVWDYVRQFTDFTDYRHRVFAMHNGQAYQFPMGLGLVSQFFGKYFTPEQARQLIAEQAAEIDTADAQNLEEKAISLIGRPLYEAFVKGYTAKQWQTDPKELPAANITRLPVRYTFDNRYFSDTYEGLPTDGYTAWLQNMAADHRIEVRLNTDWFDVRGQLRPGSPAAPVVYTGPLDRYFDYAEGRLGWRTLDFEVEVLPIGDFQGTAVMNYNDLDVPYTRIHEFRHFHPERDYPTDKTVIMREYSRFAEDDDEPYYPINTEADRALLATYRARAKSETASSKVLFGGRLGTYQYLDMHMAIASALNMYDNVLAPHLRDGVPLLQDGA
Rv3671c inh = inhibits the M. tuberculosis serine protease Rv3671c; P9WHR9; inhibition, % at 5.96 µM; 320,000 tested, 0.048% active; AID 2606; in the data active = inhibition above about 38%;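 note: extracellular domain of Rv3671c used as enzyme; 0% = enzyme with DMSO and 100% = no enzyme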
SSB-PriA inh = blocks PriA binding to SSB C-terminal tail; AlphaScreen SSBct-PriA binding, biotinylated peptide; inhibition, % at 33 µM; 430,000 tested, 0.6% active; AID 1272365; in the data active = inhibition mostly above about 37%, no sharp cut-off; inactive = mostly below about 20%;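 note: plate controls were negative control peptide for no effect and reference peptide for full effect; strong numbers were not always called active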
Mtb FBA inh = inhibits M. tuberculosis FBA enzyme; P9WQA3; purified M. tuberculosis FBA, fluorescence read-out; inhibition, % at 1 µM; 360,000 tested, 2.3% active; in the data active = inhibition above about 27%;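 note: 0% = vehicle and 100% = reference inhibitor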
Target sequence (P9WQA3 whole entry, looked up): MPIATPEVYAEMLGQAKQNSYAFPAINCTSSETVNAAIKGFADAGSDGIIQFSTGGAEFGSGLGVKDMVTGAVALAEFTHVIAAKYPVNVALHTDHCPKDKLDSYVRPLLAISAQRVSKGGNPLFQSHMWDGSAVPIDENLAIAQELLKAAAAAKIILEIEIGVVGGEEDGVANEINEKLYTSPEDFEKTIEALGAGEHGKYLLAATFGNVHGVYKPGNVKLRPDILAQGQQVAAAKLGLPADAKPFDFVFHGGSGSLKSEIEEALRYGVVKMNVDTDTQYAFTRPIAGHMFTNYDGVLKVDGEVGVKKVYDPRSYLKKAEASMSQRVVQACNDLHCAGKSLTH
GDH-TPI counter = counter-screen for M. tuberculosis FBA inhibitors: GDH-TPI coupled enzymes | GDH-TPI coupled enzyme counterscreen, NADH absorbance | inhibition, % at 4.8 µM | 360,000 tested, 1.2% active; in the data active = inhibition above about 30%;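 note: 0% = DMSO wells and 100% = wells lacking the enzyme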
Vc quorum ag = quorum light induction in luxS cqsA deficient V. cholerae; V. cholerae BH1578 lux reporter, luminescence, 6 h; activation, % at 18.7 µM; 350,000 tested, 0.16% active; AID 588436; in the data active = activation mostly above about 9.7%, no sharp cut-off; note: not every result past the cut was called active; inactives centre near 0; reference of the scale not given here
3CLpro inhibitor = SARS-CoV 3CLpro protease inhibition; P0C6X7; recombinant SARS-CoV 3CLpro, quenched FRET peptide cleavage; inhibition, % at 6 µM; 290,000 tested, 0.14% active; AID 1706; in the data active = inhibition above about 12%
MazEF act = activators of E. coli MazEF toxin-antitoxin RNase; AID 504720; activation, % at 20 µM; 350,000 tested, 0.32% active; P0AE70; FAM/BHQ RNA-DNA oligo cleavage fluorescence, 5 h; in the data active = activation above about 50%
* = called active by the depositor; i = inactive; / = no result given. Not all compounds are listed (hit frequency here may not be typical).

SMILES	VHR inh abs	BioA inh	Mtb UGM inh	Rv3671c inh	SSB-PriA inh	Mtb FBA inh	GDH-TPI counter	Vc quorum ag	3CLpro inhibitor	MazEF act
C[C@@H]1O[C@@H](Oc2c(-c3cc(O)c(O)c(O)c3)oc3cc(O)cc(O)c3c2=O)[C@H](O)[C@H](O)[C@H]1O	12	-2.5	3.1	-27	7	-3	23	-0.6	5	3
COc1ccc(C2=Nn3c(nnc3-c3ccncc3)SC2)cc1OC	31	-1.9	0.3	3	1	1	29	0.3	1	6
COc1ccc(OC)c(N(CC(=O)NCc2ccccn2)S(C)(=O)=O)c1	21	1.0	1.0	2	-1	0	-2	-0.4	-1	-3
CC1CCCCN1CCCNc1ccc(C(CC(N)=O)NC(=O)c2ccccc2)cc1[N+](=O)[O-] (centres undefined)	9	-0.2	3.2	-3	-5	-1	-1	i	-2	0
CCOc1ccc(Br)cc1S(=O)(=O)Nc1cccc(S(=O)(=O)N(CC)CC)c1	-10	0.1	-2.9	-14	-6	2	-7	-0.4	5	-8
COc1ccc2nc(C)cc(SCC(=O)Nc3c(C)cc(C)cc3C)c2c1	19	-0.7	3.1	3	-17	0	3	-1.7	3	-54
O=C(CCSc1ccccc1)NCC1CCCO1 (centres undefined)	23	-5.3	-0.8	3	-14	5	3	-0.9	2	17
O=C(CCN1CCN(S(=O)(=O)c2cccc([N+](=O)[O-])c2)CC1)Nc1ccccc1F	1	3.3	0.1	-8	8	-2	-6	-0.3	0	3
O=C(N/N=C/c1ccccc1Cl)c1nc2ccc([N+](=O)[O-])cc2c(=O)[nH]1	/	/	2.0	2	/	2	1	-0.2	-2	-3
COCCn1nnnc1C(c1ccc(OC)c(OC)c1)N1CCc2ccccc21 (centres undefined)	25	0.4	1.8	-6	2	-1	-3	-0.5	2	12
CCCc1ccc(-c2cc(C(=O)Nc3ccc([N+](=O)[O-])cn3)c3ccccc3n2)cc1	30	-3.0	-5.9	-9	-10	5	29	-0.1	-3	5
CC(C)(C)[C@H]1COC(=O)[C@H](Cc2ccc(F)cc2)CC/C=C/C[C@@H](CC(=O)N[C@H](CO)Cc2ccccc2)C(=O)N1	/	-0.9	-3.8	-4	-1	2	6	-0.5	/	5
COc1cc(NC(=O)CCN2CCN(C/C=C/c3ccccc3)CC2)cc(OC)c1	1	5.3	-2.2	/	-11	-1	-9	-0.4	-3	0
COc1ccc2oc(C(=O)OCC(=O)N3CC(C)CC(C)C3)c(C)c2c1 (centres undefined)	/	/	-0.3	7	-12	31*	9	-5.6	/	0
COc1ccc(OC)c(N/C(C)=C/C(=O)c2ccc(Br)cc2)c1	2	/	-0.2	3	/	-2	6	-3.1	2	-5
Cc1ccccc1OCCC(=O)Nc1ccccc1C(=O)N1CCCCC1	/	-0.8	-0.3	-1	-10	2	0	0.4	/	10
COc1cc(C)c2occ(/C(C)=N\O)c2c1	15	2.0	1.7	0	/	0	3	i	3	2
CC(C)OC(=O)C1C2c3ccccc3C(c3ccccc32)C1C(=O)O (centres undefined)	0	/	0.8	-4	-10	4	4	-0.4	4	-5
COC(=O)c1ccc(N2CCOCC2)c(NC(=O)c2ccc(Br)o2)c1	-17	-0.5	1.1	-6	-7	-2	5	0.6	0	10
Cc1ccc(S(=O)(=O)c2c(N)n(-c3ccccc3)c3nc4ccccc4nc23)cc1	7	/	-0.9	-6	-23	129*	14	-0.4	6	1
O=C(Nc1ccccc1C(=O)Nc1ccccn1)c1cccc([N+](=O)[O-])c1	9	-1.1	-3.0	3	-4	1	10	i	2	8
O=S(=O)(c1cccc(-n2cnnn2)c1)N1CCOCC1	23	0.2	-0.7	0	-5	-3	-10	-4.8	-2	6
CN(Cc1ccccc1)C(=O)COc1ccc(-c2nnco2)cc1	4	31	0.8	6	-5	2	5	-0.9	-5	4
CC(=O)c1ccc(S(=O)(=O)N2CCN(CCOc3ccc(Br)cc3)CC2)cc1	/	-2.4	-1.9	3	6	1	4	-1.6	/	7
COC(=O)c1ccc(NC(=O)CSc2nn3c(=O)c(C)nnc3s2)cc1	-5	-1.8	0.9	2	-10	-1	13	-0.1	2	-9
O=C(O)CC/C(=C\c1cc([N+](=O)[O-])ccc1Cl)c1nc2ccccc2s1	-1	/	1.0	2	15	-2	16	0.0	7	0
O=C(Nc1ccc(/C=C/c2nc3ccccc3o2)cc1)c1c(F)cccc1F	5	-0.6	-0.8	-27	-20	17	19	-4.2	1	6
O=C1CC(c2cccnc2)=NN1c1ccccc1	27	1.0	-0.9	-99	-22	0	6	-0.1	9	3
S=c1[nH]c2cc3c(cc2[nH]1)OCCO3	-8	/	1.1	-4	-7	2	6	-0.5	3	5
Cc1ccccc1-c1noc(-c2ccccc2C(=O)O)n1	21	-1.4	3.1	0	-10	-4	7	-0.4	-1	-3
Cc1ccc(CN2CCC(CNC(=O)c3ccc(NC(=O)C4=CSCCO4)cc3)CC2)cc1	32	1.1	-0.4	1	-9	4	4	-2.0	2	20
CC(=O)Nc1ccc(N(C(=O)c2ccco2)C(C(=O)NC2CCCCC2)c2ccccc2)cc1 (centres undefined)	25	-0.8	1.5	-5	-1	0	-1	-0.1	-2	-2
CC1(C)C(=O)OC(c2cc(Br)ccc2O)C(C)(C)C1=O (centres undefined)	8	5.4	-2.1	-8	-2	0	5	-0.1	1	4
COc1ccccc1NC(=O)C1CCCN(c2cnccn2)C1 (centres undefined)	14	0.1	1.1	6	-3	3	15	i	-2	4
CCOc1ccccc1C(=O)NN1CCOCC1	18	0.4	1.3	0	5	1	-7	i	-2	-2
CC(=NCCCn1ccnc1)C1=C(O)c2ccccc2C1=O	7	9.9	1.8	1	22	-4	16	-0.4	0	0
O=C(NNc1nc(-c2ccc(F)cc2)cs1)c1ccccc1	24	/	0.4	7	-3	-1	12	-0.4	2	-3
CCn1c(=O)c2cc(C(=O)N3CCOCC3)sc2c2ccccc21	-2	1.0	-0.8	0	0	17	29	-0.2	-2	-3
COc1ccc(C(=O)N2CCN(Cc3ccccc3)CC2)cc1[N+](=O)[O-]	-23	-0.7	0.7	-7	12	0	11	i	5	5
O=C(CSc1nnc(SCc2ccc(Cl)cc2)s1)c1ccc2c(c1)OCO2	14	0.9	/	-12	-4	2	6	-0.2	2	-4

Some of these compounds in order of length of the SMILES, smallest number first:
SMILES	VHR inh abs	BioA inh	Mtb UGM inh	Rv3671c inh	SSB-PriA inh	Mtb FBA inh	GDH-TPI counter	Vc quorum ag	3CLpro inhibitor	MazEF act
CCOc1ccccc1C(=O)NN1CCOCC1	18	0.4	1.3	0	5	1	-7	i	-2	-2
O=C1CC(c2cccnc2)=NN1c1ccccc1	27	1.0	-0.9	-99	-22	0	6	-0.1	9	3
CC(=NCCCn1ccnc1)C1=C(O)c2ccccc2C1=O	7	9.9	1.8	1	22	-4	16	-0.4	0	0
CC(=O)Nc1ccc(N(C(=O)c2ccco2)C(C(=O)NC2CCCCC2)c2ccccc2)cc1 (centres undefined)	25	-0.8	1.5	-5	-1	0	-1	-0.1	-2	-2

Going on with the list.
SMILES	VHR inh abs	BioA inh	Mtb UGM inh	Rv3671c inh	SSB-PriA inh	Mtb FBA inh	GDH-TPI counter	Vc quorum ag	3CLpro inhibitor	MazEF act
CC/C(=C\c1ccc(Cl)cc1)c1ccncc1	/	0.0	/	/	-17	-3	0	1.1	/	-1
O=C(Cn1cnc2sc3c(c2c1=O)CCCC3)NCC(=O)Nc1c(F)cc(F)cc1Br	31	-1.1	2.8	-15	-12	0	-8	-0.2	-3	-16
COc1ccccc1C(c1nnnn1C1CCCC1)N1CCN2CCCC2C1 (centres undefined)	28	-1.1	-0.4	-4	-13	2	2	i	1	-13
COc1ccc(C(=O)OCC(=O)Nc2cccc(C(C)=O)c2)c(OC)c1OC	21	/	0.0	4	2	1	-7	i	2	-1
Cc1cc(-c2ccc3ccccc3c2)n2ncnc2n1	31	/	-4.8	-1	-4	14	2	i	1	4
Cc1nn(CC(=O)NC2CCC(C)CC2)c(=O)c(C#N)c1C (centres undefined)	/	-0.2	0.7	6	-3	0	6	i	/	5
O=C(CCc1nnc2ccc(NCc3ccco3)nn12)Nc1ccc(F)cc1	-3	0.9	1.8	-1	-1	1	6	i	-5	1
CC(C)(C)NC(=O)NC(=O)CN1CCCc2ccccc21	-2	-6.1	-0.4	-4	8	2	7	-0.3	3	0
Cc1cc(C(=O)NN=C(Cc2ccccc2)Cc2ccccc2)c(C)o1	1	0.2	1.6	-10	-10	1	10	-0.2	1	6
COc1ccc(C(=O)NCC2(c3ccccc3)CCOCC2)cc1[N+](=O)[O-]	-11	/	-0.2	-1	-6	1	3	1.3	-2	-2
O=C(Nc1ccc(O)c2c(=O)cc(-c3cccc(Cl)c3)oc12)c1ccc(F)cc1	22	-4.4	1.1	-5	-10	-2	13	i	/	9
COc1ccccc1C(CNC(=O)CCNC(=O)c1ccccc1Cl)N1CCCC1 (centres undefined)	/	/	0.7	2	-3	0	-3	i	/	1
O=C(NC(=S)NCCC1=CCCCC1)c1cncc(Br)c1	-5	1.7	1.8	1	-9	-8	-3	-0.1	1	4
CSc1ccccc1NC(=O)COC(=O)CCCOc1ccc(C)cc1	/	/	/	/	-21	2	0	i	/	-2
COc1ccc(CCNC(=O)COC(=O)/C=C/c2ccc(OCC#N)c(OC)c2)cc1	-2	0.0	-1.1	1	-12	-2	-5	-0.5	-1	-3
CC1(C)CC(NC(=O)c2cccc(Cl)c2)CC(C)(C)N1	65	-0.2	1.0	2	4	-1	-5	i	-2	2
CCOc1cc(C2C3=C(CC(C)(C)CC3=O)OC3=C2C(=O)CC(C)(C)C3)cc([N+](=O)[O-])c1O	-3	/	0.6	-4	10	-4	0	-0.3	-2	7
COc1ccc(CN(Cc2ccccn2)C(=O)CN2C(=O)COc3ccccc32)cc1	23	-0.8	4.6	-10	-5	2	0	-0.5	3	4
CC(C)(C)NC(=O)C(c1cccnc1)N(C(=O)c1ccc(Cl)nc1)C1CCCC1 (centres undefined)	8	7.3	0.9	-10	7	0	1	2.2	1	-4
N/C(COc1cccc(Cl)c1)=N\NS(=O)(=O)c1ccccc1	13	-2.0	-0.6	-1	/	2	0	i	0	-9
